High-throughput results (PubChem)
Akt phos inh = blocks phosphorylation of Akt. Neuro2A IGF-stimulated pAkt S473 HTRF, 20 min; stronger effect = lower value. activity change, % for hits at 50 µM. hit rate 0.32% among 360,000; in the data active = activity change below about -80%; inconclusive = mostly about -51% to -80%; also: % is scaled to controls: 0 for no effect and ±100 for the full control effect
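Single-point screen (50 µM final compound) in Neuro2A cells stimulated 20 min with 6 nM IGF at 37 deg C. After lysis, Ser473-phosphorylated Akt read by HTRF (ex 330 nm, em 615/665 nm) as the 665/615 ratio.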
HEK293 tox = cytotoxicity in counter-screen for GLP-1R inverse agonists; HEK293 cAMP-luciferase reporter cells, luminescence, 24 h; Potency, µM (top dose mostly 38.3 µM), inactives show at the highest dose activity change, negative = inhibition, usual class: inhibitors; hit rate 0.13% among 410,000; AID 624418;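 also: loss of luciferase light is scored as toxicity; potency is read from the fitted curve at half-maximal effect; % is scaled to controls: 0 for no effect and ±100 for the full control effect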
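Here, cytotoxicity is scored as loss of luminescence. The MLSMR collection was tested on cells seeded in medium containing 10% Nu serum, with a 24 hr compound exposure preceded by 12 hours of culture.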
GLP-1R inv ag = acts as inverse agonist at human GLP-1 receptor; P43220; HEK293 GLP-1R CRE-luciferase, luminescence, 24 h; GLP-1R form is constitutively active; Potency, µM (highest dose often 38.3 µM), inactives show top-dose activity change, negative = inhibition, most hits filed as inhibitors; hit rate 1.6% among 410,000; AID 624417; also: potency is read from the fitted curve at half-maximal effect; % is scaled to controls: 0 for no effect and ±100 for the full control effect; nearly all actives have a fitted effect of over 55% in size
Target sequence (P43220 whole entry, looked up): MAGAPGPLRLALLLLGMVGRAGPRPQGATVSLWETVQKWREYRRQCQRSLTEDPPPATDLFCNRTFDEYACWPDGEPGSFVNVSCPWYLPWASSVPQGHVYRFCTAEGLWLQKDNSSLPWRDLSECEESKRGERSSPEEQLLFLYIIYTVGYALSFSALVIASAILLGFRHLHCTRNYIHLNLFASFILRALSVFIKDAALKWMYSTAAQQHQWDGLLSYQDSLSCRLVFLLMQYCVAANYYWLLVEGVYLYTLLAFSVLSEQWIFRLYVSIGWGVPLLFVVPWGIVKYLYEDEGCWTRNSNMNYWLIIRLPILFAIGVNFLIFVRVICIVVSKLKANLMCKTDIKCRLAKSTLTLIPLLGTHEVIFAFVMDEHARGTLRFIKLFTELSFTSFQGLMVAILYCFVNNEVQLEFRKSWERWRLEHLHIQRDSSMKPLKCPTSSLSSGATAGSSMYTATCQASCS
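GLP-1R inverse agonism mode: basal reporter luminescence in engineered HEK293 cells measured after one day of compound exposure at 37 deg C, with a 12 min room-temperature detection step.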
PTHR1 ag = activates the human parathyroid hormone receptor PTHR1 | Q03431 | hit rate 0.075% among 410,000 | AID 743266 | HEK293 GP2 PTHR1 cells, GloSensor cAMP luminescence, 1 h | Potency, µM (highest dose often 115 µM), inactives show at the highest dose activation, usual class: activators; also: potency is read from the fitted curve at half-maximal effect; nearly all actives have a fitted effect of over 55% in size; some results filed as inactive show a strong effect at the top dose; inactives centre near -15; many of its hits are not listed in these tables
Target sequence (Q03431 whole entry, looked up): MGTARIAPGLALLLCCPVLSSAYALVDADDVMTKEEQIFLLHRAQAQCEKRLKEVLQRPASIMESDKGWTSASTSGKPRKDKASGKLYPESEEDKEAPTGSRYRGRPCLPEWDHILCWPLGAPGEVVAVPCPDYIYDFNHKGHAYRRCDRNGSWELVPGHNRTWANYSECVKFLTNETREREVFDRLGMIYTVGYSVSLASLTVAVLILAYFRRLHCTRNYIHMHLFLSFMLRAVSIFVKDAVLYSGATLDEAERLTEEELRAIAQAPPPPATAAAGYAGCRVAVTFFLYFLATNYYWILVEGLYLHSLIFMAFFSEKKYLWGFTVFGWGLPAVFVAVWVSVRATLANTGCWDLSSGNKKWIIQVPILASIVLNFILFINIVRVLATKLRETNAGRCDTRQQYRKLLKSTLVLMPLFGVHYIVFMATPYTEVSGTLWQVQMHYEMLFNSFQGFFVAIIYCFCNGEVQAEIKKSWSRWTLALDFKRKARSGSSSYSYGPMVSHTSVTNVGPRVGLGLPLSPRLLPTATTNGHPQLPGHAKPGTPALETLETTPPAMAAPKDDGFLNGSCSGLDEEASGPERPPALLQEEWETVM
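HEK-293-derived GP2 cells expressing PTHR1 and a GloSensor cAMP reporter, 3,000/well, plated overnight, given luciferin plus IBMX (each 0.5 mM as added) for 1 h at 37 °C, then compound for 1 h at 37 °C. Luminescence was read after 15 min at room temperature.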
FUS suppressor = suppressors of FUS proteinopathy in yeast | S. cerevisiae FUS-expressing, growth rescue, OD600, 24 h | Potency, µM (doses to about 76.6 µM), for the others: at the highest dose growth rescue (activation), usual class: activators | hit rate 0.24% among 390,000;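 also: potency is read from the fitted curve at half-maximal effect; plate controls were DMSO vehicle for no effect and reference control for full effect; nearly all actives have a fitted effect of over 55% in size; some results filed as inactive show a strong effect at the top dose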
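S. cerevisiae expressing FUS from galactose induction served as the toxicity model. Growth after 24hr at 30C, read as absorbance at 600 nm, indicates suppression of toxicity; compounds dosed at several concentrations.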
TDP43 rescue = TDP-43 toxicity inhibition in yeast; TDP-43 expressing yeast growth rescue, BacTiter-Glo, 24 h; Potency, µM (highest dose often 46.1 µM), for the others: at the top dose growth rescue (activation), actives largely listed as activators; hit rate 1.8% among 410,000; AID 652104; also: potency is read from the fitted curve at half-maximal effect; % of control where 0% means no effect; nearly all actives have a fitted effect of over 50% in size
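Growth rescue of TDP-43-toxic yeast measured as ATP luminescence (BacTiter-Glo). Cells grown to mid-log in raffinose, induced in galactose at OD600=0.02, exposed to compound 24 hr at 30 deg C.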
aSyn yeast inh = alpha-synuclein toxicity inhibition in yeast; Yeast expressing alpha-synuclein, growth rescue, BacTiter-Glo, 24 h; Potency, µM (top dose mostly 46.1 µM), for inactives: at the top dose growth rescue (activation), hits mostly activators; hit rate 0.14% among 370,000; AID 652106; also: potency is read from the fitted curve at half-maximal effect; % of control where 0% means no effect; nearly all actives have a fitted effect of over 65% in size
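Screening used galactose-induced yeast with toxic alpha-synuclein levels, exposed to compound for 24 hr at 30 deg C. Cell growth, read with BacTiter-Glo luminescence, gave the measured signal.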
MmCpn inh = M. maripaludis TRiC chaperonin inhibition | purified Mm-Cpn ATPase, ADP Transcreener TR-FRET | Potency, µM (highest dose often 76.9 µM), without a hit: at the top dose activity, negative = inhibition, hits mostly inhibitors | hit rate 0.031% among 330,000; also: potency is read from the fitted curve at half-maximal effect; % is scaled to controls: 0 for no effect and ±100 for the full control effect; nearly all actives have a fitted effect of over 80% in size
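Inhibition of chaperonin ATP hydrolysis is measured as reduced ADP production, detected by competitive TR-FRET in which signal falls with ADP. Final enzyme 25 nM and ATP 10 uM, reacted 30 min at 37°C.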
Abeta yeast res = restores growth of yeast expressing A-beta42 peptide; yeast expressing A-beta42, growth rescue, OD600, 48 h; response scale: 0% DMSO, 100% iron-clioquinol control; Potency, µM (titrated, usually from 46.1 µM), for inactives: at the highest dose growth rescue, usual class: activators; hit rate 0.063% among 410,000; AID 1347071; also: potency is read from the fitted curve at half-maximal effect; nearly all actives have a fitted effect of over 55% in size
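Yeast growth medium received pinned compounds, then yeast cells expressing toxic A-beta were added; plates incubated at 30 C for 48 hr. Growth read as absorbance at 600 nm, normalized to DMSO and equimolar FeCl3 plus clioquinol controls.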
* hit, by the source's call; i = inactive; ? = inconclusive; . = no result given; & = joins results of further samples; [ ] = dose if it differs, or a comment. Unless noted, calls follow the shape of the dose curve; as a rule, active = well fitted curve in the direction sought with a large enough effect; inconclusive = small, poorly fitted or top-dose-only effect, or another doubt; inactive = no such curve, though single readings can be large; an effect the other way counts as inactive or inconclusive.

structure	Akt phos inh	HEK293 tox	GLP-1R inv ag	PTHR1 ag	FUS suppressor	TDP43 rescue	aSyn yeast inh	MmCpn inh	Abeta yeast res
Cc1ccc(N2C(=O)CC(NCc3ccc4c(c3)OCO4)C2=O)cc1Cl (configuration not stated)	i	24%	1%	i	13%	-9%	-7%	1%	-23%
C[C@@H]1CN([C@@H](C)CO)C(=O)CCCn2nncc2CO[C@H]1CN(C)C(=O)Nc1cccc2ccccc12	i	5%	9%	-16%	-25%	11%	-7%	.	1%
CN(c1cccc(Cl)c1)S(=O)(=O)c1cccc(C(=O)Nc2nc3ccccc3[nH]2)c1	i	-26%	?	-37%[inhibitor]	20%	?	6%	-5%	23%
CCOC(=O)[C@@H]1[C@H]2COc3ccccc3[C@@H]2N2C(=O)N(c3ccc(OC)cc3)C(=O)[C@]12C	i	?	9%	6%	-3%	-12%	-5%	.	-25%
CC(C)CC(C(=O)OCC(=O)c1c(N)n(C)c(=O)n(C)c1=O)N1C(=O)c2ccccc2C1=O (configuration not stated)	i	-4%	4%	-48%[inhibitor]	22%	-7%	1%	2%	0%
Cc1nc(-c2cccc(-c3noc(C)n3)c2)no1	i	-3%	6%	i	14%	-9%	11%	2%	28%
COC(=O)C1=C(C)N(CCCC(=O)O)C(=O)NC1c1cccc(OC)c1 (configuration not stated)	i	-3%	20%	-10%	-3%	14%	2%	.	5%
CCOC(=O)c1cc2c(=O)n3ccccc3nc2n(CC2CCCO2)c1=NC(=O)c1ccc(F)cc1 (configuration not stated)	.	5%	5%	i	-2%	23%	.	.	-5%
O=C(NCc1ccccn1)C1CCN(C(=O)c2cc3sccc3n2Cc2ccc(F)cc2)CC1	i	6%	23%	-9%	22%	-12%	-4%	-1%	-1%
COc1ccc(N2CCN(CC(=O)c3ccc(O)cc3O)CC2)cc1	i	-3%	8%	i	15%	-14%	-1%	0%	-22%
Cc1ccc(OCC(=O)N2CCc3ccccc32)cc1	i	-7%	?	i	35%	-6%[0.397 µM]	6%	0%	18%
Cc1cccc(C(=O)N2CCC(C)(C(=O)NS(=O)(=O)C3CC3)C2)c1C (configuration not stated)	i	-5%	11%	-32%[inhibitor]	-28%	13%	7%	.	-3%
CC1(C)CC2(C)CC(=O)C1C(C(=O)O)C2C(=O)O (configuration not stated)	i	-2%	-2%	i	-30%	21%	2%	.	9%
O=C(COC(=O)C1=Cc2ccccc2OC1)NCc1ccccc1	i	-8%	4%	i	6%	23%	-5%	1%	8%
Clc1ccc(OCc2nc(-c3ccncc3)no2)c(Br)c1	i	8%	?	-45%[inhibitor]	9%	?	23%	0%	-15%
Cc1ccc(S(=O)(=O)Oc2ccc(/C=C(/NC(=O)c3ccccc3)C(=O)NCCCC(=O)O)cc2)cc1	i	4%	-11%	-14%	23%	11%	-3%	0%	-15%
COc1ccc(NC(=O)c2cccc([N+](=O)[O-])c2)cc1	i	17%	31%[activator]	-2%	-19%	3%	-3%	0%	-4%
COc1ccc(C(C(=O)NCC2CCCO2)N(Cc2ccccc2)C(=O)CNC(=O)c2ccco2)cc1OC (configuration not stated)	i	-5%	11%	11%	33%	-13%	2%	-1%	-19%
CC(C)Cn1c(N)c(C(=O)CSc2nnc(C3CC3)n2C2CC2)c(=O)n(C)c1=O	i	16%	13%	i	11%	21%	1%	0%	-7%
N#Cc1ccc(-c2ccc(OCC(=O)NCC(=O)Nc3ccc(F)c(F)c3F)cc2)cc1	i	-20%	6%	-9%	29%	15%	-3%	-6%	-13%
O=C(NNC(=S)NC(=O)c1cccc([N+](=O)[O-])c1)c1ccc(Br)cc1	i	2%	18%	-14%	19%	-5%	?	0%	-3%
Cc1ccc(N2CC(C(=O)OCC(=O)Nc3c(C)cccc3C)CC2=O)cc1 (configuration not stated)	i	1%	2%	-8%	-15%	-4%	-11%	.	3%
COc1cc(Nc2nc3c(N)cc(C(F)(F)F)cc3nc2-c2ccccc2)cc(OC)c1OC	i	-11%	?	-3%	.	7%	4%	.	10%
O=C(COC(=O)c1ccc(Br)o1)Nc1cccc(S(=O)(=O)N2CCOCC2)c1	i	-3%	-3%	-12%	8%	-11%	4%	1%	5%
O=C1CC(SC(=Nc2ccccc2)Nc2ccccc2)C(=O)N1c1ccc(Cl)cc1 (configuration not stated)	.	-3%	1%	i	-16%	-8%	-11%	1%	2%
Cc1cc(=O)[nH]c(N2CCN(Cc3ccccc3)CC2)n1	i	-2%	8%	i	-1%	-22%	0%	1%	-31%[inhibitor]
COc1ccc(/C=N/N=C/c2c[nH]c(=O)c(C#N)c2Nc2ccccc2)cc1	i	0%	-14%	-1%	.	5%	2%	-17%	-3%
COC(=O)CCC(=O)OC1(C)C(=O)C=C2C=C(C3CC3)N(c3cccc(C#N)c3)C=C2C1=O (configuration not stated)	i	15%	19%	10%	?	-5%	8%	-3%	-9%
O=C(CC1Sc2ccccc2NC1=O)Nc1cccc(C(F)(F)F)c1 (configuration not stated)	.	-18%	?	-9%	-19%	8%	-1%	.	-1%
Cc1cnc(NC(=O)Cc2ccccc2Cl)s1	i	2%	7%	-2%	?	-25%	-8%	0%	-22%

Results in GLP-1R inv ag, TDP43 rescue and HEK293 tox, for some of the entries so far:
canonical_smiles,GLP-1R inv ag,TDP43 rescue,HEK293 tox
COC(=O)C1=C(C)N(CCCC(=O)O)C(=O)NC1c1cccc(OC)c1 (configuration not stated),20%,14%,-3%
CCOC(=O)c1cc2c(=O)n3ccccc3nc2n(CC2CCCO2)c1=NC(=O)c1ccc(F)cc1 (configuration not stated),5%,23%,5%
O=C(NCc1ccccn1)C1CCN(C(=O)c2cc3sccc3n2Cc2ccc(F)cc2)CC1,23%,-12%,6%

(list continues)
structure	Akt phos inh	HEK293 tox	GLP-1R inv ag	PTHR1 ag	FUS suppressor	TDP43 rescue	aSyn yeast inh	MmCpn inh	Abeta yeast res
O=C(N1CCCCC1)N1CCN(C(c2ccccc2)c2ccccc2)CC1	i	0%	5µM*	i	-20%	4%	1%	0%	9%
COc1ccc(Cn2c(C)nnc2-c2cnn(C)c2N)cc1	i	-13%	-4%	?	8%	4%	-5%	-2%	1%
COc1ccc(-c2csc(NC(C)c3nc4cc(Cl)c(Cl)cc4n3CCCO)n2)cc1 (configuration not stated)	i	?	?	-4%	?	0%	?	.	22%
Cc1ccc(S(=O)(=O)Oc2ccccc2/C=N/NC(=O)c2c(Cl)cnn2C)cc1	i	2%	0%	-26%	41%	?	12%	?	5%
Cc1ccc(CNC(=O)CN(C)S(=O)(=O)c2ccc3c(c2)n(C)c(=O)c(=O)n3C)cc1	i	-10%	17%	i	22%	9%	0%	0%	-5%
COc1ccc(CC(=O)NCc2ccccc2)cc1OC	i	-16%	11%	i	-11%	-6%	8%	2%	-12%
O=C(NCc1ccco1)/C(=C/c1ccccc1F)NC(=O)c1ccccc1	i	5%	-7%	?	-4%	-1%	-7%	0%	6%
Cc1cc(Nc2ccccc2)n2nc(C)c(-c3ccccc3)c2n1	i	6%	4%	-36%[inhibitor]	-5%	16%	5%	-9%	7%
COc1cc(NC(=O)COC(=O)CNS(=O)(=O)c2ccc(F)c(F)c2F)cc(OC)c1	i	15%	15%	-8%	2%	-7%	6%	0%	8%
COc1ccc(/C=C/C(=O)NC(=S)NN2CCCCC2c2cccnc2)cc1 (configuration not stated)	i	?	-17%	-3%	-13%	-7%	5%	1%	3%
CO[C@@]1(NC(=O)CSCC#N)C(=O)N2C(C(=O)O)=C(CSc3nnnn3C)CS[C@@H]21	i	-2%	4%	-7%	2%	13%	5%&11%	0%	-15%
O=c1c2ccccc2c2ccccc2c(=O)n1CC1CCCO1 (configuration not stated)	i	-11%	?	-26%[57.5 µM]	-6%	?	14%	0%	13%
CN(C)c1nc(-c2ccccc2)c2cc(Cl)ccc2n1	.	29%	22%	i	-22%	3%	-9%	-3%	-7%
COc1ccc(CCNC(=O)CC(=O)N/N=C\c2ccc(OCC(N)=O)cc2)cc1OC	i	0%	-1%	i	-15%	-6%	-1%	.	6%
CCN(CC)C(=O)Cn1cc(C(=O)C(=O)NCCCn2ccnc2)c2ccccc21	i	14%	9%	i	9%	-8%	-3%	2%	-26%
NS(=O)(=O)c1ccc(NC(=S)N2CCN(Cc3ccc(Cl)c(Cl)c3)CC2)cc1	i	-4%	8.9µM*	-21%	9%	-22%	11%	0%	7%
CCOC(=O)N1CCN(C(=O)CCCN2C(=O)CSc3nc(C)cc(C)c32)CC1	i	10%	-3%	i	-9%	-2%	-4%	1%	1%
O=C(NCCC1=CCCCC1)C1CC(=O)N(C2CCCCCC2)C1 (configuration not stated)	i	-4%	8%	i	29%	-19%	16%	1%	?

An excerpt; rates above refer to the full screens.
